# NPSR antagonist: qHTS Assay for Antagonists of the Neuropeptide S Receptor: cAMP Signal Transduction | Potency, µM (highest dose often 38.3 µM), inactives show top-dose activity change, negative = inhibition, most hits filed as inhibitors | actives 1% (n = 220,000) | CHO-NPSR cells, cAMP TR-FRET, antagonist mode | Q6W5P4; further: on the % scale 0 is the no-effect control and ±100 the full control effect; nearly all actives have a fitted effect of over 50% in size; many of its hits are not listed in these tables
# Epigenetic reg: Quantitative High-Throughput Screen for Regulators of Epigenetic Control; murine LDR cells, GFP reporter derepression, 30 h; Potency, µM (doses to about 53.9 µM), inactives show at the top dose GFP activation, usual class: activators; actives 0.2% (n = 280,000); AID 1865, 2009; further: % of control where 0% means no effect; nearly all actives have a fitted effect of over 60% in size
#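 Readout is the number of GFP-expressing murine LDR cells, counted by cytometry following washing. Cells were treated with compound for 30 h at 37 C; the stably integrated CMV-GFP locus is normally silent.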
# GAA inh: qHTS Assay for Inhibitors of Human alpha-Glucosidase as a Potential Chaperone Treatment of Pompe Disease; AID 1466, 2008; actives 0.005% (n = 200,000); purified human GAA, 4-MU-alpha-glucoside fluorescence; Potency, µM (titrated, usually from 76.9 µM), without a hit: at the top dose activity change, negative = inhibition, actives largely listed as inhibitors; Lysosomal alpha-glucosidase (Homo sapiens), P10253;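 further: plate controls were uninhibited enzyme wells for no effect and no-enzyme background for full effect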
#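 Activity normalized between no-enzyme (basal) and enzyme-only wells. Conditions: 4 nM human enzyme, 400 uM fluorogenic substrate, citrate/phosphate pH 5.0 with Tween-20, 20 min room temperature, compounds up to 77 uM.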
# Tau fluor counter: Counterscreen qHTS for Inhibitors of Tau Fibril Formation, Fluorescence Polarization | tau K18 P301L (four-repeat tau fragment) Alexa594 fluorescence, heparin fibrillization | Potency, µM (series often up to 57.7 µM), without a hit: at the highest dose activity change, negative = decrease | actives 0.93% (n = 280,000); further: on the % scale 0 is the no-effect control and ±100 the full control effect; nearly all actives have a fitted effect of over 55% in size
#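 Human K18 P301L tau (15 uM unlabeled plus 0.24 uM Alexa 594-labeled, final) in 100 mM sodium acetate pH 7 was mixed with compound and 20 uM heparin and incubated 6 hr at 37 C.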
# GAA spleen mod: qHTS Assay for Inhibitors and Activators of Human alpha-Glucosidase From Spleen Homogenate; human spleen homogenate, 4-MU-alpha-glucoside fluorescence; Potency, µM (titrated, usually from 79.9 µM), for inactives: at the highest dose activity change, negative = inhibition, most hits filed as inhibitors; Lysosomal alpha-glucosidase (Homo sapiens), P10253; AID 2112, 2009; actives 0.006% (n = 240,000);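 further: 0% = enzyme with vehicle and -100% = no enzyme basal signal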
#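 Human spleen homogenate (1 ug) with 4-methylumbelliferyl-alpha-D-glucopyranoside (1 mM final) in 50 mM citrate/phosphate pH 5.0, 0.01% Tween-20; 40 min at 37 C. Stopped at pH 10; 4-MU fluorescence Ex 365/Em 440 nm; AC50 by Hill fit.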
# ALDH1A1 inh: qHTS Assay for Inhibitors of Aldehyde Dehydrogenase 1 (ALDH1A1) | Purified ALDH1A1, NADH fluorescence, propionaldehyde substrate | Potency, µM (doses to about 75.3 µM), inactives show top-dose activity, negative = inhibition, usual class: inhibitors | actives 7.3% (n = 220,000); active means well fitted inhibition curve with a large enough effect, not every such curve was filed as active; inconclusive means small, poorly fitted or top-dose-only effect, or another doubt; inactive means no such curve, though single readings can be large or run the other way;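 further: plate controls were no enzyme wells and a reference inhibitor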
# Target sequence (P00352 whole entry, looked up): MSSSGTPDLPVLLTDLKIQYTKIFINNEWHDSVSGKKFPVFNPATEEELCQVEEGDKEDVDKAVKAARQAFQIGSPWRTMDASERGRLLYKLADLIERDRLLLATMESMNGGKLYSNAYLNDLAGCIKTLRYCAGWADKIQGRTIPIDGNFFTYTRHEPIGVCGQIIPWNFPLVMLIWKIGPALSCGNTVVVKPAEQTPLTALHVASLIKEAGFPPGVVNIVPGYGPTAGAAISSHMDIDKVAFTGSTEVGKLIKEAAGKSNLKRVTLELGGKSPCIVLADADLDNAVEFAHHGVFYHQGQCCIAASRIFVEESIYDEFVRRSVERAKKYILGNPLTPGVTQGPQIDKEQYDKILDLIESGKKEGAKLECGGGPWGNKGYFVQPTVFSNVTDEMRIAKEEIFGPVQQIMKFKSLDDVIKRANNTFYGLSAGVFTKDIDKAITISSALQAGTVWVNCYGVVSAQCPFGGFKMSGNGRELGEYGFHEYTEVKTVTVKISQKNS
# aGal spleen mod: qHTS Assay for Inhibitors and Activators of Human alpha-Galactosidase From Spleen Homogenate | Alpha-galactosidase A (Homo sapiens), P06280 | human spleen homogenate, 4MU-alpha-Gal fluorescence, 40 min | actives 0.008% (n = 240,000) | Potency, µM (top dose mostly 80 µM), for the others: at the highest dose activity change, negative = inhibition, hits mostly inhibitors;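 further: 0% = enzyme with vehicle and -100% = no enzyme basal signal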
# Target sequence (P06280 32-429 limits assumed): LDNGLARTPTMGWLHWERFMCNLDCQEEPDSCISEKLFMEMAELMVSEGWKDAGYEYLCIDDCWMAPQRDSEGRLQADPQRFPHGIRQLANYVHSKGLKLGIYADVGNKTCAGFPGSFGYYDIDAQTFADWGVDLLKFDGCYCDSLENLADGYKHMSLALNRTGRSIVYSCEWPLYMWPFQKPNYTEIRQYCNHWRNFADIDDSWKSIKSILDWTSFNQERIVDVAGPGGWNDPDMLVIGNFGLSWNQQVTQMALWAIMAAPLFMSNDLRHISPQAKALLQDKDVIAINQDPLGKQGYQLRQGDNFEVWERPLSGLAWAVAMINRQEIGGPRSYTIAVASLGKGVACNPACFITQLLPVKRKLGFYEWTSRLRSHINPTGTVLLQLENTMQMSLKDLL
#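 Inhibition or activation of alpha-galactosidase in human spleen homogenate is scored by 4-MU fluorescence after 40 min at 37C, pH 5.0, with 1 mM substrate. AC50s come from concentration-response fitted to the Hill equation.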
# GAA glycogen mod: qHTS Assay for Inhibitors and Activators of Human alpha-Glucosidase Cleavage of Glycogen | Lysosomal alpha-glucosidase (Homo sapiens), P10253 | recombinant GAA, glycogen substrate, Amplex Red glucose oxidase fluorescence | Potency, µM (highest dose often 76.4 µM), inactives show at the top dose activity change, negative = inhibition, hits mostly inhibitors | actives 0.38% (n = 300,000) | AID 2100, 2009;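 further: 0% = full enzyme reaction and -100% = no-enzyme basal signal; the screen sought inhibitors and activators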
#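 Natural-substrate format: glycogen cleavage by 4 nM human enzyme, glucose read by Amplex Red coupling (Ex 573, Em 610 nm). Normalized to enzyme and no-enzyme controls.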
# Numbers without * were called inactive; ? = inconclusive; nt = no result given; & = joins results of further samples; [ ] = dose if it differs, or a comment. Unless noted, the call rests on the fitted dose curve; in most records, active means well fitted curve in the direction sought with a large enough effect; inconclusive means small, poorly fitted or top-dose-only effect, or another doubt; inactive means no such curve, though single readings can be large; an effect the other way counts as inactive or inconclusive. Potency means the concentration at half of the fitted maximal effect. This is a subset. The share of hits here may be higher or lower than overall.
SMILES,NPSR antagonist,Epigenetic reg,GAA inh,Tau fluor counter,GAA spleen mod,ALDH1A1 inh,aGal spleen mod,GAA glycogen mod
O=C1C(NS(=O)(=O)c2cccs2)=C(N2CCOCC2)C(=O)c2ccccc21,?,-6.1%,nt,?,4%,nt,0%,-17%
CCOc1ccccc1-c1cc(-c2n[nH]c(=S)n2CC)c2ccccc2n1,-28%,0.1%,0%,-9%,-3%,?,-5%,-17%
CCn1c(O)c(C2=c3ccccc3=NC2=O)c2cc(Br)ccc21,-21%,-1.3%,11%,3%,-5%,7%,-1%,1%
CN(C)S(=O)(=O)N1CCCC(C(=O)c2ccc(-c3ccccc3)c(F)c2)C1 (configuration not stated),52%,-2.7%,?,-27%,2%,4%,2%,-4%
CCC1=NNC(=O)C(CC(=O)Nc2ccccc2)c2cc(OC)c(OC)cc21 (configuration not stated),8%,-1.0%,-2%,-6%,5%,9%,1%,2%
CC1CC[C@@]2(OC1)OC1CC3C4CC=C5CC(O)CC[C@@]5(C)C4CC[C@]3(C)C1C2C (some centres not stated),nt,-1.3%,nt,-13%,3%,-1%,-4%,nt
CNc1nnc(-c2ccncc2)s1,11%[46.1 µM],0.9%,3%,-6%,-5%,?,3%,5%
Cc1cc(C)n(-c2nc(Nc3ccccc3C(F)(F)F)nc(-n3nc(C)cc3C)n2)n1,0.32µM*,-1.2%,-4%,-13%,-13%,3%,0%,-10%
Cc1nc2ccccn2c1/C(O)=C1\C(=O)C(=O)N(CCN(C)C)C1c1cccnc1 (configuration not stated),6%[46.1 µM],-0.1%,-4%,0%,0%,1%,3%,0%
COc1ccc(N(CC(=O)N2CCc3ccccc3C2)S(=O)(=O)c2ccccc2)cc1,?,0.0%&5.3%,-6%,-14%&-9%,0%,6%,-8%,1%
Cc1nc(-c2nnc(-c3ccccc3)o2)c(C(F)(F)F)o1,-27%,1.5%,1%,-15%,-12%,2%,2%,-16%
CC(C)COC(=O)n1c(SCC(N)=O)nc2ccccc21,8%,1.5%,0%,-13%,-1%,?,-17%,8%
COC(=O)c1cccc(NS(=O)(=O)c2ccc(OC)cc2)c1C,4%[46.1 µM],0.0%,0%,-9%,-11%,-13%,-7%,-13%
CC(=O)c1ccc([C@H]2C[C@@]34CN(C(=O)OC(C)(C)C)S(=O)(=O)[C@H]3C[C@H]2O4)cc1,16%,1.1%,nt,-9%,-1%,nt,-1%,8%
CCOC(=O)N1CCN(C(=O)C(NC(=O)C2CCC(C)CC2)C(C)C)CC1 (configuration not stated),9%[46.1 µM],0.9%,-1%,-8%,3%,-14%,4%,1%
Cc1noc(C)c1C(=O)OCC(=O)Nc1cccc(S(=O)(=O)N(C)C)c1,14%,0.0%,1%,-3%,7%,-10%,7%,-6%
O=C(Cn1cccc1C(=O)c1ccccc1)NCc1cccs1,-21%[46.1 µM],-1.3%,-3%,-11%,-9%,14%,-15%,2%
CC(C)N1CCC(N2CCN(Cc3cccnc3)CC2CCO)CC1 (configuration not stated),-21%,0.5%,-1%,-1%,-10%,1%,-6%,10%
CCOc1ccc(CCNC(=O)c2ccc(C)c(N3CCCC3=O)c2)cc1OCC,-1%,2.9%,0%,-2%,nt,6%,-5%,-1%
COc1ccccc1/C=C(\NC(=O)c1ccc(OC)c(OC)c1)C(=O)Nc1cccc([N+](=O)[O-])c1,13%,0.0%,-3%,-13%,-5%,7%,-5%,-1%
Cc1cc(/C=N/NC(N)=S)c(O)c(/C=N/NC(N)=S)c1,-12%,1.1%,-12%,4%,9%,457%[activator],-7%,?
CCOc1cc(/C=C/C(=O)NCCc2ccc(S(N)(=O)=O)cc2)ccc1OCC(C)C,-16%,0.0%,nt,-1%,-3%,nt,-1%,-4%
CCCCCCCCNC(=O)/C(C#N)=C/c1ccc(SC)cc1,-40%,0.9%,0%,-6%,-8%,-3%,9%,-2%
Cc1ccc(NC(=O)COC(=O)CC2CCCC2)cc1Cl,16%,-2.1%,?,-27%,2%,22µM*,-6%,7%
Cc1cc(/C=N/NC(=O)c2cccc(F)c2)c(C)n1-c1ccccc1,3%,-1.3%,-7%,-15%,-9%,?,3%,-3%
# The list continues:
SMILES,NPSR antagonist,Epigenetic reg,GAA inh,Tau fluor counter,GAA spleen mod,ALDH1A1 inh,aGal spleen mod,GAA glycogen mod
O=C(Nc1nnc(-c2ccco2)o1)c1ccc(N2C(=O)CCC2=O)cc1,5%,-0.9%,-1%,-9%,3%,-12%,15%,6%
COc1ccc(-c2nc3c(c4c2C[C@H](c2ccccc2)OC4)CN(C(=O)N[C@@H](C)c2ccccc2)CC3)c(C)c1,nt,nt,nt,-14%[11.6 µM],1%[17.4 µM],3.5µM*,2%[17.5 µM],nt
CC(C)C(=O)N1CCN(c2ccccc2NC(=O)Cc2ccc(Cl)cc2)CC1,-17%[46.1 µM],0.0%,3%,-2%,1%,1%,?,1%
Cc1cccc(C(=O)O/N=C2\CCS(=O)(=O)c3sccc32)c1,-6%[46.1 µM],0.8%,-7%,-3%,-4%,?,6%,1%
CNc1nc(-c2ccccc2Cl)nc2ccccc12,nt,2.2%,nt,-5%,-12%,0%,-9%,nt
Cc1ccccc1N(CC(N)=O)S(C)(=O)=O,2%[46.1 µM],-1.7%,2%,-3%,3%,6%,9%,5%
CCCc1cc(=O)n2[nH]c(SCc3ccccc3)nc2n1,-9%[46.1 µM],-0.1%,7%,4%,-2%,-4%,-3%,7%
COc1ccc(-c2cc(C(F)(F)F)nc(SCC(=O)NCCN3CCOCC3)n2)cc1OC,8%,0.0%,1%,0%,-4%,1%,-18%,-2%
FC(F)(F)c1ccc(C2[C@H]3CN(CC4CCCCC4)[C@H](c4ccccc4)C34CC2(c2ccccc2)C4)cc1 (some centres not stated),nt,1.0%,nt,-11%,-8%,-9%,6%,nt
CCOc1ccccc1NC(=O)c1cc(SC)ccc1Cl,-1%,-0.5%,-10%,-26%,1%,-5%,4%,-2%
Cc1nc(CNS(=O)(=O)c2cc([N+](=O)[O-])ccc2C)cs1,19%,-0.2%,nt,0%,3%,nt,3%,2%
Clc1ccccc1Nc1c2c(nc3ncnn13)CCC2,-8%[46.1 µM],-0.9%,-1%,4%,-1%,6%,-12%,4%
CCOC(=O)c1oc2ccccc2c1CSc1nnc(-c2ccco2)o1,-27%[46.1 µM],3.8%,?,-20%,-5%,?,0%,-14%
CC1CCCN(CCOc2ccc(Br)cc2)C1 (configuration not stated),7%,2.0%,6%,-2%,-4%,-15%,1%,-9%
Brc1cnc(N2CCCC2)nc1N1CCCCC1,4%[46.1 µM],1.7%,-3%[15.4 µM],-1%,1%,-8%,5%,3%
CCOCCCNC(=O)c1ccc(CS(=O)(=O)Cc2ccc(C)cc2)o1,1%[46.1 µM],-1.1%,-1%,4%,-2%,7%,-5%,-1%
CCOc1ccccc1-n1c(SCC(=O)NC(C)(C)C)nnc1-c1ccoc1C,-27%[46.1 µM],0.0%,-2%,5%,0%,-3%,-11%,7%
Cn1nc(-c2ccccc2)c(CO)c1Oc1ccc(F)cc1,-3%,0.0%,-4%,-10%,-3%,-5%,5%,0%
CCOC(=O)c1cc(-c2ccccc2)sc1N,17%[46.1 µM],0.9%,-5%,?,6%,11µM*,9%,?
CCCS(=O)(=O)c1c(S(=O)(=O)CCC)c2c(C)cccn2c1C(N)=O,3%,1.0%,-2%,0%,1%,8%,10%,-3%
Cn1nc(C(=O)N2CCc3ccccc32)c2ccccc2c1=O,13%,-2.6%,-15%,-10%,-8%,?,-13%,3%
CCCCCC(=O)Nc1ccc(S(=O)(=O)Nc2nccc(C)n2)cc1,7%,-2.6%,-1%,-2%,-2%,-3%,-1%,3%
O=C(N/N=C/c1ccc(Br)s1)c1ccccc1[N+](=O)[O-],-19%[46.1 µM],-0.9%,-2%,-22%,-4%,-2%,4%,-9%
NNC(=O)CN1C(=O)Nc2ccc(Br)cc2C1c1ccccc1 (configuration not stated),-8%[46.1 µM],2.1%,4%,12%,-6%,-10%,1%,9%
Cc1cc(NC(=O)/C=C/c2ccccc2)c(C(C)C)cc1O,10%,4.9%,-5%,-11%,2%,9%,1%,?
# The results go on.
SMILES,NPSR antagonist,Epigenetic reg,GAA inh,Tau fluor counter,GAA spleen mod,ALDH1A1 inh,aGal spleen mod,GAA glycogen mod
O=c1[nH]c2ccccc2n1CCC1CCCCC1,-7%[46.1 µM],-1.9%,-7%,9%,8%,6%,22%,-20%
CCc1ccccc1N(C)S(=O)(=O)c1ccc2[nH]cc(C(=O)O)c(=O)c2c1,-5%,-1.6%,13%,-9%,-1%,-6%,1%,-6%
O=C(NC(C(=O)NCCN1CCOCC1)C12CC3CC(CC(C3)C1)C2)C1CCCCC1 (configuration not stated),-1%[46.1 µM],1.3%,-6%,-8%,0%,-2%,2%,-11%
CCOc1cc(C(=O)Nc2ncn[nH]2)cc(OCC)c1OCC,2%,0.1%,3%,13%,6%,3%,3%,-1%
Cc1ccccc1NC(=O)C(=O)NCCc1c[nH]c2ccccc12,-5%,0.8%,-5%,?,6%,-4%,9%,2%
COc1ccc2c(c1OC)C(=O)N1C2SC[C@H]1C(=O)NC1CC(C)(C)NC(C)(C)C1 (some centres not stated),-4%[46.1 µM],4.5%,?,-5%,-17%,1%,-15%,5%

# Entries listed so far that bear a hit mark in NPSR antagonist.
SMILES	NPSR antagonist	GAA spleen mod	ALDH1A1 inh	aGal spleen mod
Cc1cc(C)n(-c2nc(Nc3ccccc3C(F)(F)F)nc(-n3nc(C)cc3C)n2)n1	0.32µM*	-13%	3%	0%

# 3 compounds already listed, ordered by the number in NPSR antagonist, high to low.
smiles	NPSR antagonist	GAA spleen mod	ALDH1A1 inh	aGal spleen mod
Cc1noc(C)c1C(=O)OCC(=O)Nc1cccc(S(=O)(=O)N(C)C)c1	14%	7%	-10%	7%
COc1ccccc1/C=C(\NC(=O)c1ccc(OC)c(OC)c1)C(=O)Nc1cccc([N+](=O)[O-])c1	13%	-5%	7%	-5%
CCOc1cc(C(=O)Nc2ncn[nH]2)cc(OCC)c1OCC	2%	6%	3%	3%

# Source: PubChem BioAssay
